# PvdQ acylase – P. aeruginosa PvdQ acylase inhibitors, primary screen, biochemical, fluorescence, plate reader and imaging, single point; purified PvdQ acylase; inhibition, % at 10 µM; hit rate 0.063% among 340,000; PvdQ acylase [Pseudomonas aeruginosa LESB58]; in the data active means inhibition above about 30%, passing the limit was not always enough;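 further: 0% = vehicle neutral wells and 100% = reference inhibitor wells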
# AddAB inh – growth inhibition of E. coli expressing H. pylori AddAB, primary screen, AddAB inhibitor project, absorbance; inhibition, % at 11.9 µM; hit rate 0.29% among 330,000; AID 435030, 2010; in the data active means inhibition above about 12%;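 further: 0% = vehicle wells of infected cells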
# E coli growth – E. coli V3065 growth inhibition, primary screen, counter-screen for AddAB inhibitor project, absorbance, OD600; inhibition, % at 11.9 µM; hit rate 0.27% among 330,000; 18 h;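 active means inhibition above the campaign's mean inhibition across all tested compounds plus 3 SD, cut at about 9.9% in these data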;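 further: uninfected addAB+ strain grown without phage in ampicillin broth; 0% = DMSO wells and 100% = ciprofloxacin 0.95 µg/ml wells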
# phage Ecoli inh – growth loss of phage-infected E. coli, primary screen, RecBCD inhibitor project, absorbance, with phage, HTS; inhibition, % at 11.9 µM; hit rate 0.26% among 360,000; in the data active means inhibition above about 11%
# Wnt bcat act – Wnt/beta-catenin pathway activators, primary screen, cell-based, plate reader, single point; Wnt/beta-catenin reporter cell assay, activator; activation, % at 9.35 µM; hit rate 1.2% among 300,000; AID 743398, 2014; in the data active means activation above about 30%, passing the limit was not always enough;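 further: 0% = neutral control wells and 100% = positive control wells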
# CAL PDZ inh – CAL PDZ peptide-binding inhibitors, primary screen, biochemical, fluorescence polarization, Cer-tagged CAL PDZ, HTS. Golgi-associated PDZ and coiled-coil motif-containing protein (Homo sapiens), Q9HD26. purified CAL PDZ, TMR-peptide fluorescence polarization, 1 h. inhibition, % at 20 µM. hit rate 0.02% among 330,000;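 active means highest replicate inhibition of at least 40%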;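 further: plate controls were DMSO neutral control wells for no effect and unlabeled competitor peptide control wells for full effect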
#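 System: purified tagged CAL PDZ domain construct (CerCALP). Schedule: 1 h incubation at room temperature before polarization reading. Medium: 25 mM sodium phosphate pH 7.4, 150 mM NaCl, TCEP, IgG, Thesit. Read-out: percent inhibition from loss of millipolarization. Measured by: FP readout, S and P plane fluorescence. Probe or stimulus: fluorescent TMR peptide probe.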
# DAGLB inhibitor – DAGLB lipase inhibitors, primary screen, biochemical, fluorescence, HTS. inhibition, % at 5.17 µM. HEK293T DAGLB membrane lysate, EnzChek fluorogenic substrate. AID 504411, 2011. hit rate 0.059% among 340,000. Diacylglycerol lipase-beta (Homo sapiens), Q8NCG7; in the data active means inhibition above about 34%;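 further: 0% = enzyme with vehicle and 100% = wells lacking enzyme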
# Target sequence (Q8NCG7 whole entry, looked up): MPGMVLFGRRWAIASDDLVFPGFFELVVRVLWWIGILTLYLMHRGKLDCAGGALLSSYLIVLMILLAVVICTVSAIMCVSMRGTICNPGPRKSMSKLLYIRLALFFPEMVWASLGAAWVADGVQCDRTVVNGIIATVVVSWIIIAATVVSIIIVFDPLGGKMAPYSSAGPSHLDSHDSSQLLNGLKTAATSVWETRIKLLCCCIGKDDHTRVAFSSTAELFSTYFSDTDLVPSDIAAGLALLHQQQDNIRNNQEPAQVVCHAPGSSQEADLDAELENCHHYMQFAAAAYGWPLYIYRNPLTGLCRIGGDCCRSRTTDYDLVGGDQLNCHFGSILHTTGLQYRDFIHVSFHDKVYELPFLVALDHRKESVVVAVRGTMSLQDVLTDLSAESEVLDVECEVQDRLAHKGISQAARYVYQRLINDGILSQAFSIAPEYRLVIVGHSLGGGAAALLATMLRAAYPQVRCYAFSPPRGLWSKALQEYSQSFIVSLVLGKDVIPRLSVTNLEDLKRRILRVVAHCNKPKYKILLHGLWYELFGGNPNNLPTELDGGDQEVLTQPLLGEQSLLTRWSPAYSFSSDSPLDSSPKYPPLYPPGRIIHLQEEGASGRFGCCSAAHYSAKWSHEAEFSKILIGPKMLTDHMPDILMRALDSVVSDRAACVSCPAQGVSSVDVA
# PfHsp90 set2 – growth inhibition of PfHsp90-expressing yeast, primary screen, antimalarial PfHsp90 inhibitor project, S. cerevisiae, BacTiter-Glo luminescence, single point, set 2; inhibition, % at 9.4 µM; AID 504621, 2011; hit rate 0.32% among 310,000; BacTiter-Glo ATP, 48 h; yeast lacking PDR1 and PDR3 efflux regulators;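 active means every replicate shows inhibition above about 80%, whatever the replicate mean, limit read from the data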;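 further: 0% = DMSO neutral controls and 100% = 20 µM radicicol positive controls; yeast relying on Plasmodium falciparum Hsp90 in place of its own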
# Tat export inh – E. coli Tat export inhibitors, primary screen, MC4100, TorA-mCherry reporter, fluorescence, single point; AID 488895, 2010; hit rate 0.036% among 340,000; inhibition, % at 10 µM;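 active means mean replicate inhibition at least 50% and at least half of replicates individually reaching 50%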;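 further: exported cargo escapes ClpAP degradation while cytoplasmic cargo is degraded and loses fluorescence; 0% = median of neutral control wells and 100% = median of NaSCN control wells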
# Rtt109 HAT inh – inhibitors of C. albicans Rtt109/Vps75 HAT, primary screen, biochemical, ThioGlo CoA-SH fluorescence, plate reader. Histone acetyltransferase RTT109 (Candida albicans (strain SC5314 / ATCC MYA-2876)), …. purified Rtt109/Vps75, 4 h. inhibition, % at 34.9 µM. hit rate 0.16% among 330,000;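 active means inhibition of at least 50% in every replicate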
# Target sequence (Q5AAJ8 whole entry, looked up): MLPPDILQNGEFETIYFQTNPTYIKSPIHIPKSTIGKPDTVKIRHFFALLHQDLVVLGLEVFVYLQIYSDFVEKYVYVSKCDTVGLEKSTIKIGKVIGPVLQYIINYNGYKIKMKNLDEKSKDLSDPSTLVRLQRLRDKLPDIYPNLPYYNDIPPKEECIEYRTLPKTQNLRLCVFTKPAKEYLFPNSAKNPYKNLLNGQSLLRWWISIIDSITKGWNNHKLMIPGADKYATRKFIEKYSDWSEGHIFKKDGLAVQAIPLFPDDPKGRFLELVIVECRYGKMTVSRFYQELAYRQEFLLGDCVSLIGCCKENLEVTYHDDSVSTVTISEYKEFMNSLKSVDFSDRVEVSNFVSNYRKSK
# * marks the source's active call; other numbers are inactive results; · = not tested or not shown.
SMILES,PvdQ acylase,AddAB inh,E coli growth,phage Ecoli inh,Wnt bcat act,CAL PDZ inh,DAGLB inhibitor,PfHsp90 set2,Tat export inh,Rtt109 HAT inh
CC1(C)C2CCC1(C)C(OC(=O)CCn1ccnc1)C2 (stereo unspecified),-2,-3.5,0.5,-1.8,-1,-1.3,-2,14,-1,11
Cc1occc1C(=O)Nc1nnc(C(F)(F)F)s1,14,2.2,2.6,3.8,·,·,-1,1,-9,16
Cc1cc(C(=O)NNc2ccc(Cl)cc2)no1,-6,1.7,-1.8,1.6,3,0.6,-2,7,-1,-12
O=C(CSc1nnc(-c2ccc3c(c2)OCO3)o1)Nc1c(F)cccc1F,4,0.0,-1.1,3.2,-2,0.4,1,4,3,-4
NC(=O)Nc1ccc2c(c1)OCCO2,0,-0.1,0.3,1.9,9,·,2,-15,-5,12
COc1ccc(/C=N/NC(=O)CN2CCCc3ccccc32)c(OC)c1,1,-0.3,-0.1,2.6,-7,0.6,5,-3,1,9
COc1cccc(C2/C(=C(/O)c3ccc(F)cc3)C(=O)C(=O)N2CCN(C)C)c1 (stereo unspecified),1,-0.1,-0.4,-0.5,·,-0.2,2,-1,-7,-7
O=C(NC(=S)NCc1nc2ccccc2[nH]1)c1ccc(F)cc1,-12,-1.7,-0.8,1.3,29,-5.1,-4,1,-1,30
COCCn1c(N)c(N(Cc2ccccc2)C(=O)COc2ccc(F)cc2Cl)c(=O)[nH]c1=O,-10,3.6,-0.9,5.4,-2,-0.6,0,-19,-14,6
COc1ccc(S(=O)(=O)Nc2ccc3oc(C)c(C(C)=O)c3c2)cc1,-7,3.3,1.8,3.1,1,-2.2,-1,·,-11,1
Cn1ncc2c(N)nc(NCCO)nc21,5,·,·,1.0,0,-0.1,-2,-9,-4,5
c1csc(-c2noc(CN3CCN4CCCC4C3)n2)c1 (stereo unspecified),-11,-0.4,0.1,3.4,1,0.2,-1,·,6,-18
O=C(CCC(=O)N(CC(=O)NC1CCCC1)c1ccc(F)cc1)Nc1nccs1,-4,1.1,0.1,1.1,3,-2.1,0,8,-3,-5
COc1ccc(C(=O)Nc2ccc(Nc3ccccc3)cc2)cc1OC,3,3.5,-2.3,2.7,3,5.4,0,2,0,15
CCOC(=O)c1sc(Nc2ccccc2Cl)nc1C,-1,0.9,0.1,-0.1,39*,-1.2,-3,-19,11,0
CC(C)C(NS(=O)(=O)c1cccs1)C(=O)NCCCN1CCCCCC1 (stereo unspecified),-11,3.0,-2.0,1.5,-1,-0.4,0,-11,2,-33
COc1ccc(S(=O)(=O)N(C)C[C@H]2Oc3c(NC(=O)Nc4ccccc4)cccc3C(=O)N([C@H](C)CO)C[C@@H]2C)cc1,0,·,·,0.0,-5,-2.2,4,-22,18,3
Cc1cc(C)c(NC(=O)/C=C\C(=O)O)c([N+](=O)[O-])c1,19,0.2,-0.4,3.3,·,-0.3,0,8,-2,10
Cn1cnc(C(=O)NCc2ccccc2)c1C(=O)NCc1ccccc1,-4,2.9,-0.8,1.8,0,-1.1,-1,-30,-46,-2
CC(=O)Nc1ccc2c(c1)nc(CCN1CCC(C)CC1)n2C,4,0.8,-1.1,2.2,-4,-0.7,-1,1,3,-2
COc1ccc(CCNC(=O)C2CCN(C(=O)c3cccs3)CC2)cc1,-7,2.0,1.9,1.0,1,-0.1,1,10,3,-2
COCCCN(Cc1ccco1)C(=O)CSc1nc2ncccc2[nH]1,-10,3.7,0.4,4.2,-1,-2.4,1,9,-4,0
COc1cc2c(cc1OC)C(CCc1ccccc1)=NCC2,-23,0.6,0.6,3.6,2,0.6,3,11,1,-117
COc1cccc(C2c3[nH]c4ccccc4c3C[C@H]3C(=O)N(c4ccccc4C(=O)N4CCC[C@H]4C(=O)O)C(=O)N23)c1 (stereo partly specified),-4,5.0,-0.3,-0.8,-1,0.2,4,19,-5,-8
Cc1ccc(CNC(=O)C2CCN(S(=O)(=O)N3CCCC3)CC2)cc1,-16,2.9,2.2,1.4,-1,-2.6,-2,13,1,-8
COc1ccc(-c2nnnn2-c2ccccc2OC)cc1,4,0.4,-2.1,1.7,·,·,-1,12,-6,-4
COc1ccccc1NC(=O)CSc1nc(=O)n2cc(C)ccc2n1,-14,2.8,0.5,3.6,1,-2.3,2,·,-8,-3
CN(C)CCNC(=O)c1onc(CSc2ccc(F)c(F)c2)c1C(=O)NCCN(C)C,-28,4.6,1.0,0.8,-4,-0.3,2,·,-12,-1
CCOc1ncccc1C(=O)OCC(=O)Nc1ccc(S(=O)(=O)N2CCOCC2)cc1,-17,-2.8,-0.9,1.1,-3,-3.7,2,-2,-6,-2
Cc1cccc(NC(=O)Nc2ccc(F)cc2)n1,-12,-0.8,-0.9,0.1,12,-0.6,-4,-26,-4,-3
CCN(C[C@H]1N[C@@](Cc2ccccc2)(C(=O)OC)[C@H]2C(=O)N(Cc3ccccc3)C(=O)[C@@H]12)C(=O)Nc1ccc(C)cc1,3,1.5,0.2,2.5,7,-0.2,-4,3,8,-9
N#CCC(N)=C(C#N)C#N,-8,0.2,1.8,4.4,-3,-0.9,8,2,-5,5
COC(=O)c1cc(Cl)cc2c(C)c(C3(O)CCCCC3)[nH]c12,-9,1.1,-0.2,2.5,-3,0.2,-20,-5,18,-1
Cc1cc(-c2ccccc2)c2c(=O)[nH][nH]c2n1,-15,4.4,0.9,3.2,-4,-1.8,4,16,9,-4
COc1cc(OC)c(OC)cc1CNC(=O)CCN1C(=O)c2cccc([N+](=O)[O-])c2C1=O,-8,4.1,-0.4,4.7,0,-0.3,2,-40,3,-7
Cc1ccc(C)c(S(=O)(=O)N2CCN(C(=O)c3cccnc3)CC2)c1,-17,1.2,0.9,1.4,0,0.3,0,3,5,-3
Cc1ccc(C(=O)OCN2C(=O)c3ccccc3C2=O)cc1S(=O)(=O)N1CCOCC1,-10,0.8,-0.7,3.2,-4,-0.1,-3,·,13,-2
CC(OC(=O)CCc1ccccc1)C(=O)Nc1ccc(Cl)cn1 (stereo unspecified),6,3.5,1.7,0.6,-3,-1.5,-5,17,1,-20
CCC(CC)c1nn2c(N)c(/C=C3\C=Nc4ccccc43)c(=O)nc2s1,-7,1.1,0.7,1.8,-2,2.3,4,-2,3,-8
CCn1c(SCC(=O)N(C)CC(=O)Nc2ccc(OC)cc2)nnc1-c1ccco1,-16,2.0,2.5,0.2,-1,0.6,-1,19,-7,1
O=C(NC1CCS(=O)(=O)C1)c1cccc(Cl)c1 (stereo unspecified),29,0.8,3.5,-0.7,0,-0.8,2,·,-5,-2
COc1ccccc1/C=C/C(=O)OCC(=O)Nc1ccccc1Sc1ccccc1,-13,-1.9,0.9,2.3,-2,0.0,-7,18,2,4
COc1cccc(/C=C2\SC(=S)N(CCCC(=O)N(CCO)c3ccccc3)C2=O)c1,1,-0.1,0.6,1.8,-2,-4.4,9,-27,17,-2
O=[N+]([O-])c1cccc(-c2nnc3n2CCCCC3)c1,-13,2.4,0.3,0.9,-2,-0.6,0,12,9,-8
Cc1ccccc1NC(=O)CSc1nc2ccccc2c(=O)n1CC1CCCO1 (stereo unspecified),-1,·,·,0.1,6,-3.1,0,2,6,-2
C=CCn1c(SCc2cc(=O)n3ccsc3n2)nnc1C1CCCCC1,-13,3.5,0.7,-0.6,·,0.4,-3,-6,-1,-13
O=C(NC1CCCCC1)N1CCN(c2ccc([N+](=O)[O-])cc2)CC1,-12,1.9,2.7,1.4,0,-2.4,-2,-39,-3,-1
CSCCC(NC(=O)c1ccc([N+](=O)[O-])cc1Cl)C(=O)OCC(=O)C12CC3CC(CC(C3)C1)C2 (stereo unspecified),-10,5.2,-0.9,3.4,-2,-2.7,-16,-11,3,-6
O=C(COc1ccccc1Cl)N1CCN(c2ncccn2)CC1,-7,0.3,-1.3,3.4,·,-0.3,-2,-16,3,-1
COc1ccc(CN2CCN(CC=C(C)C)C(CCO)C2)cc1Cn1cncn1 (stereo unspecified),4,-2.4,-2.0,4.6,-8,-0.5,0,4,-11,9

# Whole records from above.
# Listed for COCCn1c(N)c(N(Cc2ccccc2)C(=O)COc2ccc(F)cc2Cl)c(=O)[nH]c1=O → PvdQ acylase: -10; AddAB inh: 3.6; E coli growth: -0.9; phage Ecoli inh: 5.4; Wnt bcat act: -2; CAL PDZ inh: -0.6; DAGLB inhibitor: 0; PfHsp90 set2: -19; Tat export inh: -14; Rtt109 HAT inh: 6
# Listed for Cc1ccc(CNC(=O)C2CCN(S(=O)(=O)N3CCCC3)CC2)cc1 → PvdQ acylase: -16; AddAB inh: 2.9; E coli growth: 2.2; phage Ecoli inh: 1.4; Wnt bcat act: -1; CAL PDZ inh: -2.6; DAGLB inhibitor: -2; PfHsp90 set2: 13; Tat export inh: 1; Rtt109 HAT inh: -8

# Continuation:
SMILES,PvdQ acylase,AddAB inh,E coli growth,phage Ecoli inh,Wnt bcat act,CAL PDZ inh,DAGLB inhibitor,PfHsp90 set2,Tat export inh,Rtt109 HAT inh
COc1ccccc1N1CCN(C(=O)c2cccc(Oc3ccccc3)c2)CC1,-3,2.8,1.3,3.0,-1,0.0,-4,6,-1,6
CC(C)(C)SCCNC(=O)c1cccc([N+](=O)[O-])c1,3,0.7,-1.2,0.0,10,-0.7,-1,2,0,-5
O=C(N/N=C/C=C/c1ccc2c(c1)OCO2)c1ccc([N+](=O)[O-])cc1,-24,-0.3,0.1,2.7,-13,-5.2,-3,-11,-1,3
COc1cccc(-c2nc(N3CCCCC3C)c3ccccc3n2)c1O (stereo unspecified),-16,2.4,-0.9,2.2,1,-0.2,-10,-19,-3,6
O=C(NCc1ccccc1Cl)C1CCN(S(=O)(=O)N2CCCCCC2)CC1,5,2.4,-0.6,2.0,-5,-0.4,0,4,2,-1
Cc1nn(CC(=O)N2CCC(N3CCCCC3)CC2)c(=O)c2c1sc1ccccc12,6,-3.2,-3.6,4.7,0,-2.1,3,5,-13,18
CC(C)N1C(=O)CC2(CC[N+](C)(CCOC(=O)C(c3ccccc3)c3ccccc3)CC2)C1=O (stereo unspecified),13,2.1,-0.9,3.2,·,·,-6,14,-1,6
CCc1nc2ccccc2c(C(=O)Nc2ccc(F)cc2)c1C,-19,0.8,-1.7,0.6,-3,-0.3,0,-4,-7,-2
CC(=O)c1cc(C)ccc1OC(=O)CN1C(=O)c2ccccc2C1=O,2,·,·,1.3,-1,-0.8,-4,-4,-5,8
COc1ccc(NC2CCCN(C(=O)c3ccc4nc(C)c(C)nc4c3)C2)cc1OC (stereo unspecified),12,1.7,0.0,2.0,1,-1.8,-1,-9,4,17
O=c1[nH]c(=S)n(-c2ccc(Br)cc2)c2ncccc12,-6,2.6,-0.7,-0.9,-1,-1.2,2,-2,2,-6
N#CC1=C(N)Oc2c(ccc3cccnc23)C1c1cccnc1 (stereo unspecified),-3,-0.8,0.9,-1.1,·,-1.3,1,-22,-2,-15
CCN1C[C@@H]2[C@@H]3C(=O)N(C)C(=O)[C@@H]3[C@](CC)(C1=O)N2C(=O)c1ccc(C)cc1,16,·,·,2.2,1,-0.1,-1,-15,2,-1

# Screening results (PubChem BioAssay)
